# High-throughput results deposited in PubChem BioAssay by University of Kansas High Throughput Screening Laboratory.
# mHTT-CaM PPI inh: mutant huntingtin-calmodulin interaction inhibitors – biochemical, AlphaScreen, primary screen; P42858; AlphaScreen His-mHTT/GST-CaM binding, luminescence; inhibition, % at 15 µM; hit rate 3.6% among 190,000; AID 1671202, 2021;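 also: 0% = both proteins with DMSO and 100% = one protein alone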
# Target sequence (P42858 whole entry, looked up, stated change not applied): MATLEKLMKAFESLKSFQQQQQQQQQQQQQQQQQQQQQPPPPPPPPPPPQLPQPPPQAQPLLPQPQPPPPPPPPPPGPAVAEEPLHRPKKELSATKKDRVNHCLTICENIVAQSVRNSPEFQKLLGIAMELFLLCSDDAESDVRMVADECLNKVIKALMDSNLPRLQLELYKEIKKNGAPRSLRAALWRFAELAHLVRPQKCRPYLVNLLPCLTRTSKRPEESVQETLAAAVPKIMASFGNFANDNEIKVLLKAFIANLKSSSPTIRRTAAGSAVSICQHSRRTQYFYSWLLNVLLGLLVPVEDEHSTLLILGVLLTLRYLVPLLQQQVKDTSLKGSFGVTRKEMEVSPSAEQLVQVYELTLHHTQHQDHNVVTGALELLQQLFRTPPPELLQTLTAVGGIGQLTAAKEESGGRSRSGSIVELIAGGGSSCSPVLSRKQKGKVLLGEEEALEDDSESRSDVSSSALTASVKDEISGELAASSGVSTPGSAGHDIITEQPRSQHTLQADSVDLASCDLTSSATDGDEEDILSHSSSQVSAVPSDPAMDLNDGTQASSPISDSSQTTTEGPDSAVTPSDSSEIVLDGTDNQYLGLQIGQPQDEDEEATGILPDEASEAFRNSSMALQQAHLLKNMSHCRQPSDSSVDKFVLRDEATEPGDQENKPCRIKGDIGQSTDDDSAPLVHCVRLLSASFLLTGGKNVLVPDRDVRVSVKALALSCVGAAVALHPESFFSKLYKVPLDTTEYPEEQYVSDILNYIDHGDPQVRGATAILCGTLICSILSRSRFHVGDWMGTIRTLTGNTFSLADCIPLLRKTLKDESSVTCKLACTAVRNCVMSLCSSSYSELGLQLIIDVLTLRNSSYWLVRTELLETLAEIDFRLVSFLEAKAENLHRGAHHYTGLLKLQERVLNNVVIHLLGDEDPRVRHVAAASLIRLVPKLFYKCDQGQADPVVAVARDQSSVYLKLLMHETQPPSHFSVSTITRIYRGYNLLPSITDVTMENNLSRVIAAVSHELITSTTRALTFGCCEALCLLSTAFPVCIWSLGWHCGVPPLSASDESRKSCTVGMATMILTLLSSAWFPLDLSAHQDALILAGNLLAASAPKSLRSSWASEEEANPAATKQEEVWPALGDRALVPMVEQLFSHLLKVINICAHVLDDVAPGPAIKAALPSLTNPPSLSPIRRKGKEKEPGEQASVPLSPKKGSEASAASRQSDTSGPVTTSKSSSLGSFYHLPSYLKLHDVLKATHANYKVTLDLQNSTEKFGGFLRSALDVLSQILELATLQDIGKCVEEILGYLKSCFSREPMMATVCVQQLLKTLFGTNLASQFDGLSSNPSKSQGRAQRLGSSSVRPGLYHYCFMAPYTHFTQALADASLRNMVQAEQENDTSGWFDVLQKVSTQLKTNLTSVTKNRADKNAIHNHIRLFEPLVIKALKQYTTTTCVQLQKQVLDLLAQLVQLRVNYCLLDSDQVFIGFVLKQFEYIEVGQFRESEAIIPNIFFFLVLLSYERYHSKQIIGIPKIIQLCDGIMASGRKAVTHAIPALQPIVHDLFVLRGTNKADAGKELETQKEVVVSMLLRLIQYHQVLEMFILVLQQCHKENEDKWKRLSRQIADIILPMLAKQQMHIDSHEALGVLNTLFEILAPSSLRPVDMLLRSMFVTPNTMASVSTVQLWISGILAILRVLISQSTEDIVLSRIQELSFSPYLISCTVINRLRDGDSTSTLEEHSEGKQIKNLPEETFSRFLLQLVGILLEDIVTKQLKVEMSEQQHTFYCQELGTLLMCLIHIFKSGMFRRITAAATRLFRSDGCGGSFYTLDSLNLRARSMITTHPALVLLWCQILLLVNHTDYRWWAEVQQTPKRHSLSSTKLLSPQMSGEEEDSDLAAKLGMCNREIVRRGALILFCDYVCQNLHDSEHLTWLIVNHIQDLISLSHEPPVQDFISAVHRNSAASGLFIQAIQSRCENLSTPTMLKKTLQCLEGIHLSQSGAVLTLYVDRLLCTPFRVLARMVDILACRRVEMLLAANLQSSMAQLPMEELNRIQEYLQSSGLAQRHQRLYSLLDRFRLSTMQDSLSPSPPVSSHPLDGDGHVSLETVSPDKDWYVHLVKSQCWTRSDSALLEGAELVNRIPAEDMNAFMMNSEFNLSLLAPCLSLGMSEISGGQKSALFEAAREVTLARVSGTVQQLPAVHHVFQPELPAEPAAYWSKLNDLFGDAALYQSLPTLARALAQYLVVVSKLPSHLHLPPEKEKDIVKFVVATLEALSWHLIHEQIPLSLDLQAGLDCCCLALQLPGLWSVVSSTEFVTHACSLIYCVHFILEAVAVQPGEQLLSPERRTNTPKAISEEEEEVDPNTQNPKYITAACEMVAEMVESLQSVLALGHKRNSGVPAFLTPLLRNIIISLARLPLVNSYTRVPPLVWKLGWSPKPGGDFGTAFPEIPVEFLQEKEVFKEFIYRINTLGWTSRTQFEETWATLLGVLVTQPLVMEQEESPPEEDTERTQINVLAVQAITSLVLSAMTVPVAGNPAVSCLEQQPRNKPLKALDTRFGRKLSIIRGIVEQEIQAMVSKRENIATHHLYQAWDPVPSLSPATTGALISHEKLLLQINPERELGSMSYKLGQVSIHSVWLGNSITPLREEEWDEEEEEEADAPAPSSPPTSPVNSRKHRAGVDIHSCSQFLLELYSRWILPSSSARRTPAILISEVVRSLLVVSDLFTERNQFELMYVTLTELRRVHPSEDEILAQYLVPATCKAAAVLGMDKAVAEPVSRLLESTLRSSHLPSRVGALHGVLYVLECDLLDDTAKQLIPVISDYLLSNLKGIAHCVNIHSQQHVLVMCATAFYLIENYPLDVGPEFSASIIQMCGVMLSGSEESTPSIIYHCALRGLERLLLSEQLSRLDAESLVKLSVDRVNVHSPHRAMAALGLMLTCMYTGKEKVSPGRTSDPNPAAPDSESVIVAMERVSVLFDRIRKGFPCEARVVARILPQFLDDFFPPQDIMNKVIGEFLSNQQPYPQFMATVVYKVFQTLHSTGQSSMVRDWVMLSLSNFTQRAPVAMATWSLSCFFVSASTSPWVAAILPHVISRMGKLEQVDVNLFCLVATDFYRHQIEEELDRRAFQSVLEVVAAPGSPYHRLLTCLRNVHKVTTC
# Pf apPOL inh: Pf-apPOL inhibitors, biochemical, fluorescence | AID 1794808, 2022 | Recombinant Pf-apPOL, molecular beacon fluorescence, 1.5 h | hit rate 0.25% among 210,000 | inhibition, % at 10 µM
# Starred values were filed as active, the others as inactive; · = no result given; & = joins results of further samples. Rule as the data show it: active = inhibition above about 50%; inactive = the rest.
SMILES,mHTT-CaM PPI inh,Pf apPOL inh
Cc1ccc(N2CCC(C(=O)NCc3ccc(F)cc3)C2=O)cc1F (stereo not drawn),-3,-4
CCCC(=O)Nc1c2c(nn1-c1ccc(F)cc1)CS(=O)(=O)C2,-4,1
Cc1ccc(S(=O)(=O)N2CCCC(C)(C(=O)NCc3ccccc3)C2)cc1C (stereo not drawn),0,-5
CC(C)NC(=O)c1ccc(CSCc2ccccc2Cl)o1,-2,-15
CN(Cc1ccccc1)C(=O)c1ccc([N+](=O)[O-])cc1,2,1
COc1ccccc1N1CCN(C(=O)c2cn(-c3ccc(Cl)cc3)c(=O)c3ccccc23)CC1,40,-4
O=C(O)C1CC=CCC1C(=O)N1CCN(c2cccc(Cl)c2)CC1 (stereo not drawn),3,-11
CC1CCC2(CC1)NC(=O)N(CC(=O)Nc1ccc(Cl)cc1)C2=O (stereo not drawn),0,-6
Cc1nc(C2CCCN(C(=O)c3ccc4ccccc4n3)C2)n[nH]1 (stereo not drawn),5,5
CCC(C)C(=O)N1CCCN(c2nc3ccccc3nc2-c2ccccc2)CC1 (stereo not drawn),-11,3
Cc1cccc(-c2ccc(C(=O)NCc3ccc(C)o3)cn2)c1,22,-13
CCOc1ccccc1-n1cnc2cc(C(=O)NCC(OCC)OCC)ccc21,4,-4
COc1ccc(CCNc2oc(COc3cccc(C)c3)nc2C#N)cc1,-2,-12
FC(F)C(F)(F)c1cc(-c2ccccc2)n[nH]1,-14,-9
COc1ccc2c(c1)C1OCCC1C1N2C(=O)C2C(C(=O)O)C3C=CC21O3 (stereo not drawn),-3,-6
Cc1ccnc(N2CCC(C(=O)NCCCN3CCCc4ccccc43)CC2)n1,1,-3
Cc1ccc2nc(NC(=O)c3cc([N+](=O)[O-])cc([N+](=O)[O-])c3)sc2c1,-1,3
O=C(Nc1cccs1)N1CCC(c2nnc(-c3ccco3)s2)CC1,3,35
CCOc1ccc(C2=CC(c3cc(OC)c(OC)c(OC)c3)n3nnnc3N2)cc1 (stereo not drawn),2,-8
O=C(CN(c1ccc(F)cc1)S(=O)(=O)c1ccccc1)Nc1cccc(F)c1,-2,-3
CCc1ccc(C(=O)N2CC3CC(NS(C)(=O)=O)C2C3)cc1 (stereo not drawn),1,-5
N#Cc1c(-c2ccccc2)c(-c2ccccc2)nn(CC(=O)NNC(=O)Nc2ccc(Cl)cc2)c1=O,·,-20
Cc1ccc(CNC(=O)C2CCCN(c3cnc4nccnc4c3)C2)cc1C (stereo not drawn),5,-1
CC(C)c1cc(C2CCCN2C(=O)c2cc(F)c(F)cc2Cl)on1 (stereo not drawn),-9,0
CC1CCC2(CC1)OCC(C(=O)NC1CC1)N2C(=O)c1cccc(C(F)(F)F)c1 (stereo not drawn),0,3

# Next part (two carried over from the part before).
SMILES,mHTT-CaM PPI inh,Pf apPOL inh
CC(C)c1cc(C2CCCN2C(=O)c2cc(F)c(F)cc2Cl)on1 (stereo not drawn),-9,0
CC1CCC2(CC1)OCC(C(=O)NC1CC1)N2C(=O)c1cccc(C(F)(F)F)c1 (stereo not drawn),0,3
O=C(C(Sc1ccccc1)c1ccccc1)N1CCN(c2ccccn2)CC1 (stereo not drawn),9,-7
Cc1nnc(NN=C(C(=O)O)C(=O)O)[nH]c1=O,14,·
CC1CCN(CC2CCN(S(=O)(=O)c3cccc(C#N)c3)CC2)CC1,-6,-4
Cc1cccc(-n2c3nc(=O)[nH]c(=O)c-3cc3ccccc32)c1C,1,-6
CCC(=O)N(C)CC(=O)N1N=C(c2cccs2)CC1c1ccc(F)cc1 (stereo not drawn),12,0
O=C(Cn1ccc2ccn(Cc3cccnc3)c2c1=O)N1CCCC1,-2,0
Cc1nc(CCNC(=O)C2CCN(C(=O)c3cccc(F)c3)CC2)cs1,-6,-7
Cc1ccc(NC(=O)c2ccccc2C)c([N+](=O)[O-])c1,14,-1
COc1cc(N2CN=c3s/c(=C\c4ccc(Cl)cc4)c(=O)n3C2)cc(OC)c1OC,32,-9
CCC(Oc1ccc2c(c1)C(c1ccccc1)N(C(C)=O)CC2)C(=O)N1CCCC1 (stereo not drawn),18,-3
COc1cccc(-c2nnc(NC(=O)c3ccc(S(=O)(=O)N(C)c4ccccc4)cc3)o2)c1,39,-4
CC1(C)C(=O)N(O)C(C)(C)C(=O)N1O,-1,-4&-1
O=C(C=C(O)c1ccccc1)c1ccc([N+](=O)[O-])cc1,31,-169
COc1ccccc1C(=O)N1CCC2(CC1)NC(=O)N(Cc1ccc(Cl)cc1)C2=O,35,-8
COCOCCn1cc(CN2CCS(=O)(=O)N(Cc3ccc(-c4ccc(F)cc4)cc3)C(C)C2=O)nn1 (stereo not drawn),63*,14
O=C(C1CCN(Cc2ccc(F)cc2)CC1)N1CCc2ccccc2C1,3,0
COc1ccc(/C=C/C2=NC(=C/c3cc(OC)c(OC)c(OC)c3)/C(=O)O2)cc1,1,-5
Cc1ccccc1NC(=O)C1CCN(c2c(C#N)cnc3ccccc23)CC1,-4,2
COC(=O)c1cc2c(s1)-c1cc(F)ccc1OC2,·,2&7
COc1cc(C2NC(=O)C(C#N)=C(SC)S2)cc(OC)c1OC (stereo not drawn),·,-6
COc1cccc(C(=O)Nc2ccc(I)cc2Cl)c1,-4,-4
Cc1nc(C)c(-c2nnc(NC(=O)c3cc(=O)c4ccccc4o3)o2)s1,-14,-8
CSc1nnc2c3cc(Br)ccc3n(C)c2n1,-2,1
COc1ccc(NC(=O)N2CCn3cccc3C2C)cc1OC (stereo not drawn),14,-8
CCOc1ccccc1NC(=O)c1c(NCc2ccncc2)sc2c1CCC2,29,-21

# An excerpt of these results, as labelled records.
O=C(C=C(O)c1ccccc1)c1ccc([N+](=O)[O-])cc1
- mHTT-CaM PPI inh: 31
- Pf apPOL inh: -169

COc1ccccc1C(=O)N1CCC2(CC1)NC(=O)N(Cc1ccc(Cl)cc1)C2=O
- mHTT-CaM PPI inh: 35
- Pf apPOL inh: -8

# Returning to the listing, starting six compounds before the break.
SMILES,mHTT-CaM PPI inh,Pf apPOL inh
COc1cc(C2NC(=O)C(C#N)=C(SC)S2)cc(OC)c1OC (stereo not drawn),·,-6
COc1cccc(C(=O)Nc2ccc(I)cc2Cl)c1,-4,-4
Cc1nc(C)c(-c2nnc(NC(=O)c3cc(=O)c4ccccc4o3)o2)s1,-14,-8
CSc1nnc2c3cc(Br)ccc3n(C)c2n1,-2,1
COc1ccc(NC(=O)N2CCn3cccc3C2C)cc1OC (stereo not drawn),14,-8
CCOc1ccccc1NC(=O)c1c(NCc2ccncc2)sc2c1CCC2,29,-21
CC(=O)OCC(OC(C)=O)C(OC(C)=O)C(CNC(=O)c1ccc(C)c(C)c1)OC(C)=O (stereo not drawn),·,0
O=C(NC1(C(F)(F)F)Oc2ccccc2O1)N1CCCCC1,0,-2
COCCn1c(C2CCN(Cc3cccc(C(F)(F)F)c3)C2)nc2cccnc21 (stereo not drawn),16,-7
O=[N+]([O-])c1ccccc1Sc1nccn1Cc1ccccc1,8,-11
N#CC(=NNc1ccc(OC(F)(F)F)cc1)C(N)=S,·,4
Cn1ccc2c(-c3ccc(CO)cc3)cc3c(c21)C1CCC3O1 (stereo not drawn),6,-5
Cc1nc(C(=O)NC(C)C)nn1-c1ccccc1,-8,-4
Cn1c(=O)c2c(nc(Sc3ncnn3Cc3ccccc3)n2C)n(C)c1=O,7,-3
COc1ccccc1CCNC(=O)Cn1nc(-c2ccco2)ccc1=O,2,-4
COc1ccccc1-c1c(C(F)(F)F)oc2c(CN3CCOCC3)c(O)ccc2c1=O,10,-3
COc1ccc(CCNC(=O)N2CCN(Cc3nc4ccccc4[nH]3)CC2)cc1,100*,-109
COc1ccc(C=C2Oc3cc(OCC#N)cc(C)c3C2=O)c(OC)c1OC,10,-6
Cc1cc(C2CCCN2C(=O)c2c(F)cccc2F)no1 (stereo not drawn),-3,2
CCc1nc2c(c3nn(C(C)C)c(=O)n13)CCC2,-12,2
O=C(CCC1CCN(c2cc(NC3CC3)ncn2)CC1)NCCc1ccncc1,-1,-2
COCCN(CCOC)Cc1cc(=O)oc2ccc3ccccc3c12,5,-6
Cn1c(=NC(=O)c2ccc(F)c(F)c2)sc2cc([N+](=O)[O-])ccc21,-2,-18
O=C(c1ccccc1Cl)N1CCN(c2nc(CN3CCCCC3)cs2)CC1,16,-2
CC1(C)C2CCC1(C)C(NC(=O)CSc1nnc(N)s1)C2 (stereo not drawn),-2,·
COc1ccc(/C=C2\SC(=O)N(c3cccc(O)c3)C2=O)cc1,11,-3
COc1ccccc1OCC(=O)Nc1ncc(Cc2cccc(C(F)(F)F)c2)s1,0,-2
C=CCOC(=O)Oc1ccc2c(=O)c(Oc3ccccc3C(C)C)coc2c1,-21,-6
N#CCCNc1ccccc1C(=O)O,-1,-9
Cc1ccc(CNC(=O)c2ccc(-c3csc(C)n3)cc2)cc1,-7,-4
C=CCNc1nc2ccccn2c(=O)c1/C=C1\SC(=S)N(CC2CCCO2)C1=O (stereo not drawn),19,·

# Next section:
SMILES,mHTT-CaM PPI inh,Pf apPOL inh
O=C(NCCCc1ccccc1)C1CCN(c2nccnc2Oc2ccccc2)CC1,3,0
O=C(NCCO)C1=Cc2cc(Br)ccc2OC=C1,13&1,-9&-28
CCOC(=O)CSc1nc2sccn2c1C=Nc1cc(Cl)cc(Cl)c1,·,8
COc1ccc(C=C2Oc3cc(OCC(C)=O)ccc3C2=O)c(OC)c1,1,-7
COc1ccc(OC)c(CCN2C(=O)CCC2(C)C(=O)NC2CCCC2)c1 (stereo not drawn),-4,-2
CCn1c(=NC(=O)c2ccc(S(=O)(=O)N(CCC#N)CCC#N)cc2)sc2ccccc21,1,10
O=C(CSc1nc2c(sc3ccc([N+](=O)[O-])cc32)c(=O)n1Cc1ccco1)c1ccccc1,-4,-6
COc1cc(C(=O)Nc2ccc3oc(-c4ccc(F)cc4Cl)nc3c2)cc(OC)c1OC,0,0
COc1ccc(S(=O)(=O)NCCn2cncn2)cc1OC,-7,4
CCOc1cccc2c1OC(c1cccc(F)c1)N1N=C(c3ccco3)CC21 (stereo not drawn),35,-21
CC1=N/C(=C\c2ccc([N+](=O)[O-])cc2)C(=O)N1c1cc(Cl)ccc1C,41,-1
Cc1cc(S(=O)(=O)Nc2cccn3cnnc23)ccc1F,0,24
COc1ccc(/C=C/C2=NC(=C/c3cc(Br)ccc3OC)/C(=O)O2)cc1,9,0
O=S(=O)(c1ccc(F)cc1F)N1CCN(c2ccc(-n3cccn3)nn2)CC1,-9,-3
Cc1cccc(C(=O)Nc2c3c(nn2-c2ccc([N+](=O)[O-])cc2)CSC3)c1,19,-6
Cc1ccccc1-c1nc(Cn2ccnc2C)no1,-11,2
CCOc1cccc(CNc2cccc(F)c2)c1O,7,-4
N#Cc1c(-c2cccc(Cl)c2)c(C#N)c2nc3ccccc3n2c1N,0,0
NNc1nc(N)c2c(n1)-c1ccccc1CC21CCCCC1,100*,-4
COc1ccc(-c2c(C)oc3cc(OCCN4CCC(C(N)=O)CC4)ccc3c2=O)cc1,-14,0
COc1ccc(-c2cc(C(F)(F)F)n3nc(C(=O)NC4=NCCS4)cc3n2)cc1,-2,-6
CC(C)N1Cc2cc(C(=O)N3CCN(c4ccccc4)CC3)sc2C1,-5,-2
Cn1nc(COc2ccccc2)c2c1CCN(Cc1ccoc1)C2,67*,2
CCOC(=O)c1c(-c2ccc(OC)cc2)oc2ccc(OCC(=O)OC(C)(C)C)cc12,-69,0
CSc1ccccc1NC(=O)c1ccc([N+](=O)[O-])cc1,6,-3

# Next results follow:
SMILES,mHTT-CaM PPI inh,Pf apPOL inh
CN1CCN(c2ccc3c(c2)Oc2ccccc2CN(Cc2cn(Cc4ccc(F)cc4)nn2)S3(=O)=O)CC1,-2,-3
Cc1cc(N)n(Cc2ccccc2)n1,-5,-2
COc1ccc(-c2csc(NC(=O)c3ccccc3)n2)cc1C,-1,0
COc1cc2c(cc1OC)/C(=C/C(N)=O)NC(C)(C)C2,9&3,0&-2
CCn1c(=NC(=O)c2ccc(S(=O)(=O)N(C)C)cc2)sc2cc(F)ccc21,3,-1
Cc1cccc(-c2noc(C3CCCN3C(=O)NCCc3ccccc3)n2)c1 (stereo not drawn),9,1
O=C(c1n[nH]c2c1CCCC2)N1CCCC2(C1)Nc1cccnc1NC2=NC1CCCC1 (stereo not drawn),17,-6
Cc1cc(-c2ccccc2)nc(SCC(=O)Nc2nnc(C)s2)n1,2,-3
CC(C)c1ccccc1NC(=O)c1c(F)c(F)c(F)c(F)c1F,-5,-2
O=C(CSCc1ccccc1)NCc1ccsc1,-6,-3
Cc1ccc(CNC(=O)C2(C)CCCN(C(=O)Nc3ccc(F)c(Cl)c3)C2)cc1 (stereo not drawn),-8,0
Fc1ccc(-c2cc3n(c2)CCn2cccc2-3)c(F)c1,100*,-2
COc1ccc(OC)c(C=C2SC(=S)N(CCCC(=O)O)C2=O)c1,34,1
O=C1C2C=CC=CC2=NC(=S)N1CCN1CCC(=C(c2ccc(F)cc2)c2ccc(F)cc2)CC1 (stereo not drawn),·,-8
CC1(C)OCC2(CO1)CN(C(=O)C=Cc1ccccc1Cl)C2,1,-4
CCC1Oc2ccc(Cl)cc2N(CC(=O)NCc2ccc(C)cc2)C1=O (stereo not drawn),-16,-15
Cc1ccc2ccc(C(Nc3ccccn3)c3ccccc3Cl)c(O)c2n1 (stereo not drawn),64*,3
O=C(OCc1ccccc1I)c1cc([N+](=O)[O-])cc([N+](=O)[O-])c1,·,-11
O=C(c1cccc(F)c1)N1CCC(NS(=O)(=O)c2ccc(Cl)cc2)CC1,-3,-1
CC(=O)CC[C@H]1CC[C@]2(CCCN(Cc3nccn3C)C2)O1,-1,-1
O=C(Nc1ccccc1Br)c1cc(S(=O)(=O)NCc2ccccc2)ccc1F,-1,-2

# Not a hit list; overall some 3.5% were active at least once.
